pCIP destab – p/CIP protein destabilization. Q05BA5. F442A p/CIP-EGFP cells, EGFP fluorescence, 16 h. decrease of EGFP signal, % at 10 µM. 290,000 compounds, 0.01% hits. AID 1984;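 active = EGFP signal decrease of at least 30% at 10 µM or well 3 SD below plate mean, unless failing retest; inactive = the rest, including hits failing retest or dose response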; also: some compounds called inactive have numbers as strong as hits; many of its hits are not listed in these tables
DNA FID counter – fluorescent intercalator displacement, NS3 helicase counter-screen; inhibition, % at 7.9 µM; 290,000 compounds, 0.17% hits; DNA fluorescent intercalator displacement, fluorescence; in the data active = inhibition above about 37%;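 also: 0% = vehicle and 100% = reference compound; higher means more ethidium bromide displaced from hairpin DNA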
MEKK3 PB1 HTS – modulators (inhibitors or enhancers) of MEK5 binding to human MEKK3 PB1 domain. Q99759. bead-based flow cytometry, Alexa488-MEK5 binding to MEKK3; actives lie on both sides; 0 = blocked by unlabeled MEK5, 100 = vehicle. 290,000 compounds, 1.4% hits. AID 1529. binding response (% of control), % at 10 µM;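 active = binding response more than 3 SD above or below the average of its plate-row segment, actives on both sides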;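 also: Alexa488 bead fluorescence after subtracting the streptavidin-only scavenger bead signal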
Target sequence (Q99759 whole entry, looked up, the tested form may be a part): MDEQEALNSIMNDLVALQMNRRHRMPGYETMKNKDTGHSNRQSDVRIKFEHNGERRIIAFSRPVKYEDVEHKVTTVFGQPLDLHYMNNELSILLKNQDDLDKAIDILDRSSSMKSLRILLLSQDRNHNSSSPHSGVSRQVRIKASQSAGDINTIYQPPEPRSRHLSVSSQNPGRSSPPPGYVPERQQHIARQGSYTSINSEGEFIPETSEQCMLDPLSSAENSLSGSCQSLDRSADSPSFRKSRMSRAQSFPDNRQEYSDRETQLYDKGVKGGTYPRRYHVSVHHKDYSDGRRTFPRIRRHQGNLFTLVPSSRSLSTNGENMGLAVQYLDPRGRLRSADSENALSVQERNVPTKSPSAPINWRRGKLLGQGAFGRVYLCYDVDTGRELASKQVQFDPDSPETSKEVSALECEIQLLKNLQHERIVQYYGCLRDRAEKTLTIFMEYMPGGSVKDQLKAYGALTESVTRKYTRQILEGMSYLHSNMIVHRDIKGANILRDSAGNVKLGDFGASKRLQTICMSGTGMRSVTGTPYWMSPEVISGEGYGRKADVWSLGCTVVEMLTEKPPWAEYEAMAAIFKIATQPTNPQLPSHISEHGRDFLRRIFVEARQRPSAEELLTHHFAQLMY
PHOSPHO1 inh – inhibitors of human PHOSPHO1 phosphatase; recombinant PHOSPHO1, absorbance phosphatase assay; Q8TCT1; 290,000 compounds, 1.1% hits; AID 1565; inhibition, % at 13.3 µM; in the data active = inhibition above about 60%
IMP-1 inh – blocks Pseudomonas aeruginosa IMP-1 metallo-beta-lactamase | purified IMP-1, nitrocefin hydrolysis, epi-absorbance fluorescence | inhibition, % at 5.6 µM | 290,000 compounds, 0.45% hits;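 active = inhibition above the mean plus 3 SD of all compounds in the same screening run, cut at about 4.5% in these data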;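 also: 0% = IMP-1 with DMSO and 100% = DMSO wells lacking enzyme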
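Assay system: purified recombinant IMP-1 beta-lactamase. Input: IMP-1 0.2 nM before substrate addition. Buffer or medium: Zinc- and detergent-supplemented HEPES buffer, pH 7.1. Schedule: 25 °C, 15 min preincubation, 25 min reaction. Signal: Epi-absorbance fluorescence, 480 nm excitation, 530 nm emission. Evaluation: percent inhibition from optical density relative to buffer-blank wells.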
IDE cell activ – activators of human insulin-degrading enzyme in cells; P14735; HEK cells, FAbeta-B cleavage, fluorescence polarization; 0% vehicle, 100% cell-free pure enzyme wells; activation, % at 5.96 µM; 340,000 compounds, 0.073% hits;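 active = activation above the mean of all tested compounds plus 3 SD, set per screening campaign, cut at about 17% in these data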
VIM-2 inh – inhibitors of Pseudomonas aeruginosa VIM-2 metallo-beta-lactamase | purified VIM-2, nitrocefin hydrolysis, epi-absorbance fluorescence | 290,000 compounds, 0.89% hits | AID 1527 | inhibition, % at 5.6 µM;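 active = inhibition above the mean of all tested compounds plus 3 SD, cutoff set per screening run, cut at about 7.5% in these data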;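 also: red hydrolysis product quenches plate fluorescence so inhibitors raise well fluorescence; 0% = enzyme with DMSO and 100% = DMSO without enzyme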
SUMO HTRF inh – blocks human SUMOylation mediated by UBC9; P63279; HTRF SUMOylation assay, SAE1/SAE2 + UBC9, in vitro; inhibition, % at 35 µM; 290,000 compounds, 0.36% hits; AID 2006; in the data active = inhibition above about 50%, passing the limit was not always enough; also: strong numbers were not always called active
Target sequence (P63279 whole entry, looked up): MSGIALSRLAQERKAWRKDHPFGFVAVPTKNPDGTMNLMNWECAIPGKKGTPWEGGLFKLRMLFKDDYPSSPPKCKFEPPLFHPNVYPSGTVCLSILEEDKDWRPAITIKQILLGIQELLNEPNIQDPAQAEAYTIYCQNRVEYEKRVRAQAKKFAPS
NS3 helicase inh – inhibitors of Hepatitis C virus NS3 helicase; AID 1800; NS3 helicase DNA unwinding, Cy5 molecular beacon fluorescence; 290,000 compounds, 0.56% hits; inhibition, % at 10.9 µM;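 active = inhibition above the mean of all tested compounds plus 3 SD, set per campaign, cut at about 35% in these data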;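 also: 0% = DMSO wells and 100% = thioflavine S control wells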
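Assay system – hepatitis C virus NS3 helicase domain fragment enzyme · Buffer or medium – MOPS pH 6.5, MgCl2, DTT, Tween20, BSA · Reagent – Cy5/quencher beacon DNA duplex and ATP to start · Compound – single 10.9 µM dose · Timing – 1 h at 25 °C · Technique – Cy5 beacon fluorescence read at start and 1 h · Measure – % inhibition of unwinding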
Active calls of the source: *; · = no result given.

#	molecule	SUMO HTRF inh	pCIP destab	IMP-1 inh	VIM-2 inh	MEKK3 PB1 HTS
1	COc1cc(/C=N/n2nnnc2N)ccc1OCC#N	0	-4	-1.9	-0.2	102
2	COC(=O)c1sccc1NC(=O)CSc1ccccc1NS(=O)(=O)c1ccc(Br)cc1	9	3	-0.1	-0.6	109
3	Cc1ccc(NC(=S)NCc2ccc3c(c2)OCO3)c(C)c1	-1	-10	-4.0	-3.4	111
4	COc1ccc(N(CC(=O)NC2CCCCC2)C(=O)CNC(=O)c2ccco2)c(OC)c1	-40	-6	-3.8	-0.4	111
5	COc1ccc(C)cc1S(=O)(=O)N(CC(=O)O)c1ccccc1	10	2	-2.8	-1.1	104
6	CC12CCC(C(=O)NCCc3ccccc3)(OC1=O)C2(C)C (stereo unspecified)	-2	-6	-0.1	0.7	90
7	Oc1c(C=Nc2cccnc2)sc2ccccc12	-6	5	-4.3	1.4	107
8	COc1ccccc1CNS(=O)(=O)c1ccc2[nH]cc(C(=O)O)c(=O)c2c1	0	4	-3.6	-1.7	100

#	IDE cell activ	PHOSPHO1 inh	DNA FID counter	NS3 helicase inh
1	7	8	-7	14
2	0	-8	-2	6
3	4	0	-7	-3
4	-2	1	-32	-4
5	0	-36	-12	29
6	-3	29	-6	-6
7	2	-18	5	0
8	3	25	0	1

Later entries
#	molecule	SUMO HTRF inh	pCIP destab	IMP-1 inh	VIM-2 inh	MEKK3 PB1 HTS
9	COC(=O)C(NC(=O)Nc1ccccc1OC)C(C)C (stereo unspecified)	0	-2	-6.6	-3.1	104
10	COc1ccccc1/C=N/NC(=O)c1[nH]c(C)c(C(=O)N/N=C/c2ccccc2OC)c1C	0	-16	-4.2	-5.6	106
11	CC(C)N1C(=S)SC(C)(C)C1n1oc(=O)n(-c2ccc(Cl)c(Cl)c2)c1=O (stereo unspecified)	18	-8	1.2	1.4	107
12	CC(O)[C@H](NC(=O)C1(c2ccccc2)CCN(C(=O)OC(C)(C)C)CC1)C(=O)O (stereo partly specified)	-23	-2	-1.4	-1.7	101
13	CC1CCCCN1CCNc1nc(=S)[nH]c2ccccc12 (stereo unspecified)	10	1	-2.0	-0.7	97
14	CC1CCC(C(=O)NC(C(=O)N2CCC(N3CCCCC3)CC2)C(C)C)CC1 (stereo unspecified)	10	-14	-2.4	-5.1	101
15	Cc1cc(NCCc2ccc(Cl)cc2)n2ncnc2n1	7	-7	-0.9	-1.0	106
16	CCN1CCc2c(C#N)c(NCc3ccccc3)nc(N(CC)CC)c2C1	12	-8	0.0	2.8	99

#	IDE cell activ	PHOSPHO1 inh	DNA FID counter	NS3 helicase inh
9	6	-14	-1	-10
10	6	1	-36	21
11	1	3	0	9
12	-1	1	-26	-6
13	0	40	3	2
14	-1	54	2	-14
15	3	43	-8	-9
16	3	21	30	-41

Following part:
#	molecule	SUMO HTRF inh	pCIP destab	IMP-1 inh	VIM-2 inh	MEKK3 PB1 HTS
17	CCOc1ccc2nc(SCC(=O)N3CCCc4ccccc43)sc2c1	-12	-1	-1.5	-0.6	105
18	CC(C)(C)OC(=O)N1CCC(C(=O)N[C@H](Cc2ccccc2)C(=O)O)CC1	5	-7	-2.0	-0.6	97
19	CCCc1ccc(-c2ccc(F)c(N)c2)nc1	5	11	-2.0	0.9	93
20	CC(CNC(=O)CCS(=O)(=O)c1ccc2c(c1)oc(=O)n2C)c1ccccc1 (stereo unspecified)	10	-4	-3.4	-1.6	99
21	COC(=O)c1sc2nc(SCc3cccc(F)c3)n(N)c(=O)c2c1C	8	0	-3.2	-3.5	108
22	Cc1ccc(-c2nc(-c3cccnc3)sc2CC(=O)O)cc1	-4	0	-3.2	-1.4	105
23	Cc1cc(C)nc(N2CCCC(C(=O)Nc3nc4ccc(S(C)(=O)=O)cc4s3)C2)n1 (stereo unspecified)	6	2	-2.6	-1.2	97
24	Brc1ccc2nc(-c3ccncc3)c(NC3CCCC3)n2c1	15	-16	-3.3	-1.6	102

#	IDE cell activ	PHOSPHO1 inh	DNA FID counter	NS3 helicase inh
17	2	-41	-15	-5
18	2	34	-29	-2
19	2	30	-9	-7
20	1	-14	-12	-7
21	-1	-6	-1	4
22	2	24	-2	-9
23	-3	18	-6	-13
24	-1	-16	-8	3

Sorted by value in VIM-2 inh (lowest first): some entries from above.
| # | structure | SUMO HTRF inh | pCIP destab | IMP-1 inh | VIM-2 inh | MEKK3 PB1 HTS | IDE cell activ | PHOSPHO1 inh | NS3 helicase inh |
| --- | --- | --- | --- | --- | --- | --- | --- | --- | --- |
| 20 | CC(CNC(=O)CCS(=O)(=O)c1ccc2c(c1)oc(=O)n2C)c1ccccc1 (stereo unspecified) | 10 | -4 | -3.4 | -1.6 | 99 | 1 | -14 | -7 |
| 22 | Cc1ccc(-c2nc(-c3cccnc3)sc2CC(=O)O)cc1 | -4 | 0 | -3.2 | -1.4 | 105 | 2 | 24 | -9 |
| 19 | CCCc1ccc(-c2ccc(F)c(N)c2)nc1 | 5 | 11 | -2.0 | 0.9 | 93 | 2 | 30 | -7 |

(more compounds)
#	molecule	SUMO HTRF inh	pCIP destab	IMP-1 inh	VIM-2 inh	MEKK3 PB1 HTS
25	Cc1[nH]c2ccccc2c1-c1nc(-c2ccc(Cl)cc2)nnc1-c1ccccc1	10	-14	-4.4	-5.8	105
26	O=C(c1cccc2c1-c1ccccc1/C2=N/O)N1CCCCC1	5	-12	-2.2	1.6	105
27	CCCC(=O)Nc1ccc2c(c1)nc(CCNC(=O)c1ccco1)n2C	8	-10	-3.2	-4.0	95
28	Cc1c(-c2ccccc2)[n+](=O)c2c(n1[O-])CCCC2	-4	2	-2.6	-2.9	100
29	Fc1ccc(NC(=S)Nc2cccc(Cl)c2)cc1	0	0	-3.0	-1.5	101
30	COCc1[nH]nc2c1C(c1ccccc1OC)C(C#N)=C(N)O2 (stereo unspecified)	-1	-15	·	·	109
31	N#CC(C#N)=NNc1ccc(S(=O)(=O)N2CCCCC2)cc1	-7	-12	-2.3	-3.0	121
32	CC(=O)Nc1ccc(S(=O)(=O)Nc2nc3ccc(C)cc3s2)cc1	15	-3	-2.5	-3.7	96

#	IDE cell activ	PHOSPHO1 inh	DNA FID counter	NS3 helicase inh
25	·	-42	7	2
26	4	-6	-13	-8
27	·	29	-8	5
28	6	16	-1	6
29	0	6	-2	12
30	6	29	·	·
31	-6	7	-15	-2
32	2	3	-11	2

The list continues:
#	molecule	SUMO HTRF inh	pCIP destab	IMP-1 inh	VIM-2 inh	MEKK3 PB1 HTS
33	c1cc2c3c(cccc3c1)C(N1CCN(C3=Nc4cccc5cccc3c45)CC1)=N2	·	·	-1.6	-1.8	·
34	Cc1ccc(C)c(N(C(=O)CNC(=O)c2ccco2)C(C(=O)NC2CCCCC2)c2ccncc2)c1 (stereo unspecified)	-6	0	-2.9	-1.9	103
35	CCC(C)(C)NC(=O)C1CC(=O)N(CCc2ccc(F)cc2)C1 (stereo unspecified)	2	-2	-2.3	-2.6	99
36	CCOC(=O)c1c(CN(C)C)n(-c2ccc(C)cc2)c2cc(Br)c(O)cc12	-4	1	-2.9	8.4*	97
37	O=C1c2cccnc2C(=O)N1Cc1ccc(S(=O)(=O)N2CCOc3ccc(Cl)cc32)cc1	-15	-6	-0.1	-0.1	102
38	Cc1ccc(NC2CCCN(C(=O)c3ccoc3C)C2)cc1C (stereo unspecified)	-5	-15	-1.4	-2.8	101
39	Cc1ccc(CC(=O)Nc2ncc([N+](=O)[O-])s2)cc1	15	-12	-0.9	-0.1	97
40	C/C(CC(=O)Nc1cc(C)ccn1)=N\NC(=O)c1ccccc1C	15	-5	-2.5	-5.1	91

#	IDE cell activ	PHOSPHO1 inh	DNA FID counter	NS3 helicase inh
33	·	·	15	-4
34	3	28	-35	21
35	6	41	-9	-2
36	3	-6	24	-52
37	-3	49	-41	-9
38	5	22	-20	-5
39	7	32	11	-16
40	-2	43	-2	0

Profiles from above. Values in the order: SUMO HTRF inh, pCIP destab, IMP-1 inh, VIM-2 inh, MEKK3 PB1 HTS, IDE cell activ, PHOSPHO1 inh, DNA FID counter, NS3 helicase inh
c1cc2c3c(cccc3c1)C(N1CCN(C3=Nc4cccc5cccc3c45)CC1)=N2 is entered as ·, ·, -1.6, -1.8, ·, ·, ·, 15, -4
CCC(C)(C)NC(=O)C1CC(=O)N(CCc2ccc(F)cc2)C1 (stereo unspecified) is entered as 2, -2, -2.3, -2.6, 99, 6, 41, -9, -2
Cc1ccc(C)c(N(C(=O)CNC(=O)c2ccco2)C(C(=O)NC2CCCCC2)c2ccncc2)c1 (stereo unspecified) is entered as -6, 0, -2.9, -1.9, 103, 3, 28, -35, 21
CCOC(=O)c1c(CN(C)C)n(-c2ccc(C)cc2)c2cc(Br)c(O)cc12 is entered as -4, 1, -2.9, 8.4*, 97, 3, -6, 24, -52

Next structures follow:
#	molecule	SUMO HTRF inh	pCIP destab	IMP-1 inh	VIM-2 inh	MEKK3 PB1 HTS
41	O=S(=O)(NC1CCCCC1)c1ccc(Br)cc1	2	5	-0.8	1.1	105
42	C=CCN(CC=C)C(=S)NC(=O)c1ccc(-c2ccccc2)cc1	22	4	-1.1	-3.8	98
43	CCCn1c(C(C)Nc2nc(-c3ccc(C)cc3)cs2)nc2cc(Cl)c(N3CCCCC3)cc21 (stereo unspecified)	-5	-15	-3.3	-2.0	108
44	CCC(C)c1ccc(S(=O)(=O)N2CCN(C(C)CC(=O)O)CC2)cc1 (stereo unspecified)	-5	1	-3.3	-2.4	102
45	CC1CN(C(=O)COC(=O)c2ccc(N(C)C)cc2)CC(C)O1 (stereo unspecified)	8	-4	-2.4	-3.1	91
46	Cc1nc2nc[nH]n2c(=O)c1NS(=O)(=O)c1ccc([N+](=O)[O-])cc1	12	-7	-3.3	-2.5	100

#	IDE cell activ	PHOSPHO1 inh	DNA FID counter	NS3 helicase inh
41	0	20	-5	6
42	-3	17	-13	-14
43	7	-19	-20	5
44	4	16	-10	13
45	6	47	-9	-3
46	-2	27	2	10

Screens as filed in PubChem.

A portion of the library; rates above refer to the full screens.
